VIM-2 inhibitor = VIM-2 metallo-beta-lactamase inhibitors, primary screen, biochemical, epi-absorbance readout, Pseudomonas aeruginosa enzyme | hit rate 0.89% among 290,000 | purified VIM-2, nitrocefin hydrolysis, epi-absorbance fluorescence | inhibition, % at 5.6 µM;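 active = inhibition above the mean of all tested compounds plus 3 SD, cutoff set per screening run, cut at about 7.5% in these data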;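 also: red hydrolysis product quenches plate fluorescence so inhibitors raise well fluorescence; 0% = enzyme with DMSO and 100% = DMSO without enzyme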
HCV NS3 hel inh = inhibitors of HCV NS3 helicase, primary screen, biochemical, Cy5 molecular beacon fluorescence; Hepatitis C virus NS3 helicase; NS3 helicase DNA unwinding; inhibition, % at 10.9 µM; hit rate 0.56% among 290,000;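 active = inhibition above the mean of all tested compounds plus 3 SD, set per campaign, cut at about 35% in these data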;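 also: 0% = DMSO wells and 100% = thioflavine S control wells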
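System: HCV NS3 helicase fragment; control set: DMSO and thioflavine S; technique: Cy5 fluorescence at 0 and 60 min, beacon hairpin quenching; reagent: beacon DNA duplex substrate plus ATP; replicates: singlicate; schedule: 1 h reaction at 25 °C, ATP-initiated; medium: MOPS buffer pH 6.5 with MgCl2, DTT, Tween20, BSA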
FID counter = compounds displacing fluorescent DNA intercalator, primary screen, artefact control for HCV NS3 helicase inhibitor project, biochemical, FID fluorescence. DNA fluorescent intercalator displacement. inhibition, % at 7.9 µM. hit rate 0.17% among 290,000. AID 1845, 2009; in the data active = inhibition above about 37%;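 also: 0% = vehicle and 100% = reference compound; higher means more ethidium bromide displaced from hairpin DNA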
UBC9 SUMO inh = inhibitors of in vitro SUMOylation cascade, primary screen, biochemical, HTRF, uHTS; HTRF SUMOylation assay, SAE1/SAE2 + UBC9; inhibition, % at 35 µM; hit rate 0.36% among 290,000; in the data active = inhibition above about 50%, passing the limit was not always enough; also: strong numbers were not always called active
Target sequence (P63279 whole entry, looked up): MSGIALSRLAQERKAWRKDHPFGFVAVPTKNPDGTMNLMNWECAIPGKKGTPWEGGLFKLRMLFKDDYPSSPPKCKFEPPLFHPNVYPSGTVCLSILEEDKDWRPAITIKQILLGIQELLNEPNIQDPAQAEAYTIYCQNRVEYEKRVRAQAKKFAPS
PfM18AAP inh = PfM18AAP inhibitors, malaria aminopeptidase, primary screen, biochemical, QFRET, recombinant enzyme; H-Glu-NHMec fluorogenic cleavage; inhibition, % at 7.35 µM; hit rate 1.2% among 290,000;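 active = inhibition above the campaign mean inhibition over all tested compounds plus 3 SD, cut at about 28% in these data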;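 also: 0% = plate median of test compound wells and 100% = 2 mM ZnCl2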
MEKK2mut PB1 HTS = MEK5 binding signal on mutant MEKK2 PB1, primary screen, biochemical, multiplex bead flow cytometry, Alexa488-MEK5. Alexa488-MEK5 binding to MEKK2 mutant. percent response, % at 10 µM. hit rate 0.35% among 290,000; in the data active = percent response above about 24%, passing the limit was not always enough; also: inactives centre near 1; some results filed as inactive read as strong as hits
NALP1 yeast inh = NALP1 inflammasome inhibitors in reconstituted yeast, colorimetric, S. cerevisiae, triplicate retest; hit rate 0.61% among 280,000; S. cerevisiae NALP1/ASC/caspase-1 growth, X-gal OD620, 72 h; inhibition, % at 10 µM; in the data active = inhibition mostly above about 24%, no sharp cut-off; inactive = mostly below about 32%; also: some compounds called inactive have numbers as strong as hits
MEKK2 WT-MEK5 = modulators of MEK5 binding to wildtype MEKK2, primary screen, biochemical, multiplex bead flow cytometry, Alexa488-MEK5; Alexa488-MEK5 binding to MEKK2 WT; actives lie on both sides; binding response (% of control), % at 10 µM; hit rate 1.1% among 290,000; AID 1531, 2009; in the data active = binding response below about 67% or above about 130%
IMP-1 inhibitor = IMP-1 metallo-beta-lactamase inhibitors, primary screen, biochemical, epi-absorbance readout, Pseudomonas aeruginosa enzyme | hit rate 0.45% among 290,000 | metallo-beta-lactamase IMP-1 (Pseudomonas aeruginosa) | inhibition, % at 5.6 µM | purified IMP-1, nitrocefin hydrolysis, epi-absorbance fluorescence;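 active = inhibition above the mean plus 3 SD of all compounds in the same screening run, cut at about 4.5% in these data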;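 also: 0% = IMP-1 with DMSO and 100% = DMSO wells lacking enzyme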
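System: purified IMP-1 / Input: IMP-1 dispensed at 0.2 nM / Medium: 50 mM HEPES pH 7.1, 50 µM ZnSO4, 0.05% Brij 35 / Timing: 15 min enzyme–compound preincubation, then 25 min nitrocefin reaction, 25 °C / Technique: plate fluorescence quenching by hydrolysis product, ex 480/em 530 nm / Repeats: singlicate testing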
* hit, by the source's call; nt = no result given.

SMILES	VIM-2 inhibitor	HCV NS3 hel inh	FID counter	UBC9 SUMO inh	PfM18AAP inh	MEKK2mut PB1 HTS	NALP1 yeast inh	MEKK2 WT-MEK5	IMP-1 inhibitor
COc1ccc(-c2c(-c3ccccc3OC)sc3ccccc23)cc1OC	-0.6	-21	-27	-2	-5	-1	-1	108	-2.3
COCCNC(=O)CN(C(=O)CCC(=O)Nc1ccccn1)c1cc(C)ccc1C	-0.7	2	-35	10	-1	15	5	114	-1.8
O=c1[nH]nc(Cc2ccc(-c3cccc(Cl)c3)o2)c2ccccc12	-1.5	23	-15	2	9	1	28	97	-3.1
Cc1ccc(-c2nn(-c3ccccc3)cc2CN(C)C(=O)CCC(=O)O)cc1C	-2.2	1	-30	0	3	-5	5	98	-2.6
Cc1cnc(NC(=O)CSc2nnc(N)s2)s1	-1.9	-12	7	12	1	4	9	-8.0*	-1.7
O=C(NCCCn1ccnc1)C1CC2CCC1C2 (stereo not drawn)	0.3	5	-2	1	-7	6	10	109	0.5
Cc1cc(C)c(-c2cc(C)nc3ncnn23)c(C)c1	-1.2	5	-2	6	1	-5	4	93	-1.2
CCOC(=O)N/N=C\c1ccc(OC/C=C/c2ccccc2)c(OC)c1	-2.5	-8	-41	8	3	2	12	92	-3.5
CCOC(=O)C1=C(C)N=c2s/c(=C/c3ccc(OCC(=O)O)cc3)c(=O)n2C1c1ccc(OC)cc1OC (stereo not drawn)	-2.7	-17	5	17	20	0	8	95	-2.1
O=C1c2cccc3cccc(c23)C(=O)N1c1ccccn1	0.7	13	-6	8	-4	-4	2	104	0.1
Cc1cc2cc(CCNC(=O)CC(C)(C)C)c(=O)[nH]c2cc1C	0.3	-11	-23	-6	7	10	nt	102	-2.0
COc1cc(OC)c(C2C(C#N)=C(N)OC3=C2C(=O)CC(C)C3)cc1OC (stereo not drawn)	0.9	5	-1	16	0	0	-14	99	-0.6
Cc1ccc(C)c(NC(=O)CN(C)C(=O)/C=C/c2ccco2)c1	0.7	10	-5	-1	-1	-11	-3	84	-0.8
Cc1c(NC(=O)c2ccc3c4c(cccc24)CC3)c(=O)n(-c2ccccc2)n1C	0.0	7	-8	7	9	0	16	105	-0.2
CC1(C)Cc2nc(-c3ccccc3)nc(SCC(O)CO)c2CO1 (stereo not drawn)	-1.6	4	-23	-18	3	0	9	98	-2.6
O=c1c2ccccc2nnn1Cc1cccc2ccccc12	-2.1	-7	-11	9	1	0	12	99	-3.1
Cc1ccc(C)c(NC(=S)NCCc2ccc(S(N)(=O)=O)cc2)c1	2.5	10	0	nt	-1	9	nt	116	-1.0
COc1ccc(S(=O)(=O)N2CCN(S(=O)(=O)c3ccc4c(c3)OCCO4)CC2)cc1C	1.4	7	-26	17	0	nt	12	nt	-2.5
COc1cc(C(=O)Nc2nccs2)c(Br)c(OC)c1OC	-0.8	1	-4	-2	-3	-5	-5	99	0.3
Cc1ccc(N/C=C(\[N+](=O)[O-])S(=O)(=O)c2ccccc2)cc1	-2.0	2	-1	11	-5	2	-2	103	-2.3
Cc1nnc(SCC(=O)N(Cc2ccccc2)C(C)C)n1-c1ccccc1	-1.0	-1	-34	11	1	2	9	104	-1.0
Cc1cc(N2CCN(c3nc4ccccc4s3)CC2)n2ncnc2n1	8.2*	1	-27	28	2	5	16	95	-1.3
COc1ccc(NC(=O)C2CC(c3ccc(OC)c(OC)c3)=NO2)cc1OC (stereo not drawn)	-2.4	-1	-20	15	2	-13	3	88	-0.4
O=C1Nc2cc(S(=O)(=O)N3CCCC3)ccc2N2CCCC12 (stereo not drawn)	-2.6	12	-24	-12	9	1	-8	104	-2.4
Cc1ccccc1C(=O)NC1CCN(Cc2nnnn2C(C)(C)C)CC1	-1.3	-3	-6	19	-6	1	1	98	-2.0
The results go on:
SMILES	VIM-2 inhibitor	HCV NS3 hel inh	FID counter	UBC9 SUMO inh	PfM18AAP inh	MEKK2mut PB1 HTS	NALP1 yeast inh	MEKK2 WT-MEK5	IMP-1 inhibitor
O=C(/C=C/c1ccco1)OCn1nnc2ccccc2c1=O	-4.8	1	2	3	0	-9	-2	90	-3.3
O=C(NC12CCC(O)C(SC1)/C2=N/O)c1ccccc1 (stereo not drawn)	-3.8	5	-2	5	-11	0	14	102	-3.9
Cc1ccc(Sc2ccc(CN3CCCC3)cc2[N+](=O)[O-])cc1	-1.8	-11	23	6	0	12	8	134	-0.1
C#CCOCCOCCOCCNc1nc(N2CCN(C(=O)Cn3cc(CCCN=C(N)N)nn3)CC2)nc(N2CCN(C(=O)[C@H](C(C)C)n3cc(CCO)nn3)CC2)n1	-1.4	5	-3	16	-3	-4	23	98	-2.4
CCc1ccc(CN(C)C(=O)CCc2nnc(COc3ccccc3)o2)cc1	-0.6	3	-33	-7	1	-4	-1	94	-2.7
Cc1cccc(CSCc2ccc(C(=O)O)o2)c1	-0.1	7	-4	4	3	-1	18	104	2.0
Cc1ccc(C)n1-n1c(C)nc2scc(-c3cccs3)c2c1=O	1.5	-3	0	16	2	-8	7	86	1.1
O=C(NCc1ccco1)C1OCCc2ccccc21 (stereo not drawn)	-0.7	13	-6	3	3	1	37	97	-3.0
CCOc1ccc(NC(=O)CCc2nnc3ccc(N4CCC5(CC4)OCCO5)nn23)cc1	-2.8	7	-46	-2	-2	0	14	101	-1.5
Cc1cccc(NC(=O)N2CCC(NC(=O)C3CCCCC3)CC2)c1	-3.2	0	-10	3	1	12	18	108	-1.3
Cc1ccc(NC(=O)c2ccc(Nc3ccccc3F)nc2)cc1	-5.7	8	-6	6	4	0	21	103	-2.5
CCCN(CCC)CC(O)CN1C(=O)N(CN2C(=O)N(CC(O)CN(CCC)CCC)C(=O)C2(C)C)C(C)(C)C1=O (stereo not drawn)	-1.6	0	7	-15	0	-3	10	97	-0.4
Cc1ccc2cc3cc(C(=O)N4CC(C)CC(C)C4)oc3nc2c1 (stereo not drawn)	-3.1	-5	-25	4	-4	3	-30	97	-4.6
Cc1cc(=O)cc(C)n1-c1ccc(Cl)cc1	-3.3	10	-2	4	-5	-2	-14	100	-2.1
CCOC(=O)CCN(Cc1cccs1)S(=O)(=O)c1ccc(Cl)cc1	-4.2	-1	-29	-9	-2	2	14	103	-3.3
O=[N+]([O-])c1cccc(/C=N/Nc2nc(NCc3ccccc3)nc(N3CCOCC3)n2)c1O	2.0	-9	-8	-67	-3	-8	2	94	-3.0
COc1ccc2[nH]cc(C(=O)CN3CCCCC3)c2c1	-1.3	0	1	14	-4	8	17	109	-0.4
Cn1c(N)c(C(=O)CSc2nc3ccccc3[nH]2)c(=O)n(C)c1=O	-0.8	6	-4	22	-11	-1	nt	103	-1.6
CC(=O)Nc1ccc(NC(=O)C(C)OC(=O)C2(c3ccc(Cl)cc3)CCCC2)cc1 (stereo not drawn)	-2.6	5	-7	-15	1	3	20	105	-0.7
COc1ccc(/C=N/NS(=O)(=O)c2ccccc2)cc1OC(=O)c1ccc(C)cc1	-0.7	-7	-5	-36	6	nt	15	nt	0.1
CN(C)S(=O)(=O)c1cccc(NC(=S)Nc2cc(Cl)cc(Cl)c2)c1	1.3	0	-1	-6	-8	10	16	150*	-2.5
Cc1ccsc1/C=N/NC(=O)Cc1ccc(Cl)cc1	-2.2	-3	-17	14	-7	-17	nt	92	-4.3
Cn1c(/C(C#N)=C/c2ccncc2)nc2ccccc21	-1.4	1	-1	20	-2	-9	6	92	-1.9
Cc1nnc(SCc2nc3sc4c(c3c(=O)[nH]2)CCCC4)[nH]c1=O	1.6	15	-23	18	-5	0	0	100	-1.3
Cc1ccc(/C=N/NC(=O)c2c(-c3ccccc3)noc2C)o1	-3.8	1	-3	10	-7	-3	31	93	-1.8
CC(=O)c1c(C(C)=O)c(C)n(NC(=O)c2cccnc2)c1C	-2.1	-2	-1	29	3	3	10	103	-1.7
Fc1ccc(CSc2nnc(-c3cc4c(s3)-c3ccccc3CC4)o2)cc1	-3.6	4	2	37	-1	5	-3	105	-4.7

6 compounds already listed, sorted by the number in HCV NS3 hel inh, high to low:
mol,HCV NS3 hel inh
O=C(NCc1ccco1)C1OCCc2ccccc21 (stereo not drawn),13
O=C(NC12CCC(O)C(SC1)/C2=N/O)c1ccccc1 (stereo not drawn),5
CCc1ccc(CN(C)C(=O)CCc2nnc(COc3ccccc3)o2)cc1,3
CN(C)S(=O)(=O)c1cccc(NC(=S)Nc2cc(Cl)cc(Cl)c2)c1,0
CC(=O)c1c(C(C)=O)c(C)n(NC(=O)c2cccnc2)c1C,-2
Cc1ccc2cc3cc(C(=O)N4CC(C)CC(C)C4)oc3nc2c1 (stereo not drawn),-5

Structures above containing a nitro group on carbon, in the order listed:
SMILES	VIM-2 inhibitor	HCV NS3 hel inh	FID counter	UBC9 SUMO inh	PfM18AAP inh	MEKK2mut PB1 HTS	NALP1 yeast inh	MEKK2 WT-MEK5	IMP-1 inhibitor
Cc1ccc(N/C=C(\[N+](=O)[O-])S(=O)(=O)c2ccccc2)cc1	-2.0	2	-1	11	-5	2	-2	103	-2.3
Cc1ccc(Sc2ccc(CN3CCCC3)cc2[N+](=O)[O-])cc1	-1.8	-11	23	6	0	12	8	134	-0.1
O=[N+]([O-])c1cccc(/C=N/Nc2nc(NCc3ccccc3)nc(N3CCOCC3)n2)c1O	2.0	-9	-8	-67	-3	-8	2	94	-3.0

An excerpt from above, reduced to PfM18AAP inh and HCV NS3 hel inh.
structure,PfM18AAP inh,HCV NS3 hel inh
Cn1c(N)c(C(=O)CSc2nc3ccccc3[nH]2)c(=O)n(C)c1=O,-11,6
Cc1ccc(Sc2ccc(CN3CCCC3)cc2[N+](=O)[O-])cc1,0,-11
CCCN(CCC)CC(O)CN1C(=O)N(CN2C(=O)N(CC(O)CN(CCC)CCC)C(=O)C2(C)C)C(C)(C)C1=O (stereo not drawn),0,0
Cn1c(/C(C#N)=C/c2ccncc2)nc2ccccc21,-2,1
